Compound activity: PubChem, several laboratories
MC4R antagonist: human MC4R antagonism in cAMP assay; P32245; MC4R-expressing cells, MTII-stimulated cAMP, LANCE TR-FRET; inhibition, % at 6.5 µM; 0.48% of 360,000 active; AID 540295;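 active = inhibition above its plate's cutoff, the mean of tested wells on that plate plus 3 SD, cut at about 29% in these data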;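 note: 0% = Melanotan II alone and 100% = Melanotan II plus saturating MCL0020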
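System – human MC4R-expressing U2OS cells · Also added – Melanotan II · Dosing – one concentration, 6.5 µM nominal · Timing – 30-min compound, 1-h challenge, 1-h detection, room temperature · Measured by – Eu-cAMP/anti-cAMP TR-FRET, emission 671 nm · Replicates – singlicate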
TLR9-MyD88 inh: inhibitors of human TLR9-MyD88 binding | 0.21% of 340,000 active | inhibition, % at 4.98 µM | CHO BLA complementation TLR9-MyD88, CCF4 FRET ratio;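 active = inhibition above the mean over all tested compounds plus 3 SD, cut at about 21% in these data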;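 note: 0% = DMSO only wells and 100% = clavulanate BLA inhibitor control wells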
Glyco luc inh: N-linked glycosylation inhibition | D54 ERlucT glycosylation luciferase reporter, 24 h; percent of 100 nM tunicamycin response | reporter increase, % at 12.5 µM | 0.23% of 360,000 active;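 active = mean luciferase reporter signal, scaled so untreated is 0 and the glycosylation-blocking control 100, at or above a set limit in every replicate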;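 note: luciferase carries N-glycosylation sites so blocking glycosylation raises the light; 0% = median of neutral control wells and 100% = median of 100 nM tunicamycin wells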
ABCB6 inh 2: human ABCB6 transporter inhibition; AID 602162; 0.19% of 360,000 active; fluorescence ratio to DMSO, % at 10 µM; K562-ABCB6 porphyrin accumulation, flow cytometry, 1 h; active compounds read low; Q9NP58;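 active = fluorescence ratio to DMSO below 75%, the collection mean minus 3 SD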;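 note: signal is porphyrin accumulated inside mitochondria; 100% equals median channel fluorescence of DMSO control wells; lower ratio means ABCB6 inhibition with less porphyrin fluorescence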
ABHD5-PLIN5 inh: inhibitors of human ABHD5-perilipin-5 interaction; Split G. princeps luciferase complementation, luminescence, 4 h; inhibition, % at 4 µM; Q00G26+Q8WTS1; 0.78% of 360,000 active;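 active = inhibition above the mean inhibition across every tested compound plus 3 SD, cut at about 22% in these data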;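 note: 0% = DMSO only wells and the 100% control is not disclosed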
Target sequence (Q00G26 whole entry, looked up): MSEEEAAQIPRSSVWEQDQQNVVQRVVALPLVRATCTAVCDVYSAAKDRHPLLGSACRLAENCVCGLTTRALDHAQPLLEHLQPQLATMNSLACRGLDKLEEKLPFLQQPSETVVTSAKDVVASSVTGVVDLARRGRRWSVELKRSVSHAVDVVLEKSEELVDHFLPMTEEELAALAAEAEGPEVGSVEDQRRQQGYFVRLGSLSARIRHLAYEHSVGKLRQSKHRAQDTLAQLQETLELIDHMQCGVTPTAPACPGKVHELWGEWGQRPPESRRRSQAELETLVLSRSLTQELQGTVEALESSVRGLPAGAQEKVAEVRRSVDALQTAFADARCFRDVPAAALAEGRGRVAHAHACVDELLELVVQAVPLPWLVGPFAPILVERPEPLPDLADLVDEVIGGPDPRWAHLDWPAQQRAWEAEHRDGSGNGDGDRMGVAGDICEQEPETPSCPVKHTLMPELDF
Target sequence (Q8WTS1 whole entry, looked up): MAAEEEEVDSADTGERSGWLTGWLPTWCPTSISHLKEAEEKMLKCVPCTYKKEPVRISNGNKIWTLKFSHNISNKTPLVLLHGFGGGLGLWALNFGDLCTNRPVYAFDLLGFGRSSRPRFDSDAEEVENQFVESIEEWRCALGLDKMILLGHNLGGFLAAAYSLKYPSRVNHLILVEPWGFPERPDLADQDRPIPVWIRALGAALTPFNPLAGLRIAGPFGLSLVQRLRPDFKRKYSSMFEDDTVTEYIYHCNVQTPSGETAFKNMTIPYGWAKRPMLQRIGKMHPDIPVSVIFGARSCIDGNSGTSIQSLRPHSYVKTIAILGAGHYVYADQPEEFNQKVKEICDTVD
MC4R ag barr: human MC4R agonism via beta-arrestin. P32245. U2OS MC4R beta-arrestin complementation, luminescence; percent of melanotan II response, DMSO zero. activation, % at 8.9 µM. 0.98% of 360,000 active;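 active = activation above a per-plate cutoff, the mean activation of sample wells on that plate plus 3 SD, cut at about 8% in these data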
Granule exo inh: lytic granule exocytosis inhibition; TALL-104 LAMP-1 surface exposure, flow cytometry; cells stimulated with thapsigargin and PMA; inhibition, % at 10 µM; 0.66% of 360,000 active;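 active = inhibition above about 55%, limit read from the data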
aDG glyco up: alpha-DG glycosylation activation. Pro5-aDG cells, alpha-DG glycosylation AlphaScreen (IIH6); 0% Pro5, 100% B10-LARGE cell signal. activation, % at 10 µM. 0.22% of 360,000 active. AID 624168;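 active = activation of at least 8% versus controls, or a plate z-score of at least 8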;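 note: Pro5 are CHO cells carrying HIG-tagged alpha-DG that lacks glycosylation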
Vif inh: inhibitors of HIV Vif; AID 602346; HEK293T cells, Vif self-association by quenched fluorescence, imaging, 24 h; inhibition, % at 7.49 µM; 0.35% of 340,000 active; in the data active = inhibition above about 50%, passing the limit was not always enough; note: some results filed as inactive read as strong as hits
NOD2-RIPK2 inh: inhibitors of human NOD2-RIPK2 interaction; O43353; 0.38% of 360,000 active; CHO BLA complementation NOD2-RIPK2, CCF4 ratio; inhibition, % at 4.98 µM; AID 624267; in the data active = inhibition above about 21%;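 note: 0% = vehicle only and 100% = reference blocker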
* marks the source's active call; other numbers are inactive results; x = not tested or not shown.

Every second line gives: MC4R antagonist, TLR9-MyD88 inh, Glyco luc inh, ABCB6 inh 2, ABHD5-PLIN5 inh, MC4R ag barr, Granule exo inh, aDG glyco up, Vif inh, NOD2-RIPK2 inh
CN(C)P(=NC(=S)c1cccn1C)(N(C)C)N(C)C
 : 1.6, 2.2, 0.9, 92.0, -10.8, 0.1, 1.1, 0.1, 13.8, 0.3
CC(=O)[C@@]1(O)CC[C@H]2[C@@H]3CC=C4C[C@@H](O)CC[C@]4(C)[C@H]3CC[C@@]21C
 : 5.2, 11.2, -0.1, 100.0, 6.6, -0.9, -2.4, -0.1, -0.9, 0.7
O=C1OCc2cc(N=Nc3c(O)[nH]c(=O)[nH]c3=O)ccc21
 : -8.2, -6.1, 2.0, 94.0, 0.9, -1.8, -5.3, -0.1, -5.1, -9.6
O=C(Nc1nc(-c2ccccc2)c(-c2ccccc2)s1)c1ccc(S(=O)(=O)N(CCCl)CCCl)cc1
 : 4.6, -0.3, -6.0, 98.0, -0.1, -3.5, 4.3, 0.1, -2.8, 3.1
OC1/C(=C/c2ccc(Cl)cc2Cl)N2CCC1CC2 (configuration not stated)
 : 26.0, -2.9, 3.5, 93.0, -0.9, -0.3, 3.9, 0.2, -3.5, -4.3
CC(=NCc1ccc2c(c1)OCO2)c1c(O)n(Cc2ccccc2)c(=O)[nH]c1=O
 : 1.0, 1.6, -5.0, 92.0, 0.1, -0.8, -0.4, 0.2, -2.3, -7.8
CCCOc1ccccc1C1SCC(=O)Nc2c1c(=O)[nH]n2C(C)CCC (configuration not stated)
 : 3.3, -6.2, 1.5, 100.0, -2.2, -1.9, -1.5, 0.0, 0.3, 0.9
Cc1ccccc1-n1c(O)c(/C=N/NC(=O)c2ccccc2O)c(=O)[nH]c1=S
 : -21.6, 4.0, 0.4, 99.0, 6.2, -3.1, -4.5, -0.1, 2.4, -4.5
Cc1cc(Oc2cc(NN3CCCCC3)c([N+](=O)[O-])cc2[N+](=O)[O-])ccc1[N+](=O)[O-]
 : 0.1, -6.2, -6.3, 98.0, 6.2, -0.3, 10.9, -0.3, -3.3, 0.7
COc1ccc2c(c1)c(CCN)c(C)n2Cc1ccccc1
 : -8.6, 3.3, -3.8, 96.0, 6.2, 0.4, 24.9, 0.6, 2.5, -5.7
CC(C)C[C@H]1COc2cccc(N3CCN(C)CC3)c2S(=O)(=O)N1
 : x, x, x, 100.0, 10.6, x, -3.0, 0.5, x, -26.5
NCCc1ccccc1
 : 13.2, -4.7, 1.0, 104.0, -4.5, -0.7, 1.2, -0.2, 2.0, -1.5
Cc1ccc(CN2CCCN(Cc3ccc(Cl)cc3)S2(=O)=O)cc1
 : -2.7, -5.4, 3.1, 95.0, -3.2, 1.6, -14.0, -0.1, -10.3, -12.6
Cc1ccc2nc(C)n(-c3ccc(F)cc3)c(=O)c2c1
 : -2.8, x, 0.8, 89.0, 1.2, -2.2, -1.9, 0.1, -5.3, -10.2
Nc1ccc(Cc2ccc(N)cc2)cc1
 : 8.6, -4.6, 1.7, 98.0, 4.2, -2.1, -1.2, -0.2, -0.2, -8.2
Cc1ccc(CN2CCCC(C(=O)c3cccc(C(F)(F)F)c3)C2)o1 (configuration not stated)
 : 0.3, 9.0, -2.2, 97.0, 1.0, -0.4, 3.3, -0.2, 11.6, -12.4
Cc1ccc(N2C(=O)NC(=O)C(CCc3ccccn3)(Cc3ccc(F)cc3)C2=O)cc1 (configuration not stated)
 : 2.4, 2.3, -0.8, 101.0, -5.2, 0.9, -0.4, 0.1, -1.5, -3.5
O=[N+]([O-])c1cc(Cl)c(O)c(-[n+]2c(-c3ccccc3)cc(-c3ccccc3)cc2-c2ccccc2)c1
 : -2.3, 7.5, 8.8, 90.0, 4.5, -1.9, 0.1, -0.1, -1.7, 8.1
CCc1nc(N2CCNCC2)c(C#N)c2c1CSC(C)(C)C2
 : 0.4, 3.3, -3.0, 101.0, 0.8, -2.2, 0.2, -0.1, 13.2, -2.8
Cc1ccc(C)c(OCC(=O)N2CCN(Cc3ccc4c(c3)OCO4)CC2)c1
 : -0.1, -2.8, 0.9, 98.0, 0.4, 3.4, -0.6, 1.0, -11.5, -2.9
Cc1cccn2c(=O)c3c(nc12)N1CCC(Cc2ccccc2)CC1C1(C3)C(=O)N(C)C(=O)N(C)C1=O (configuration not stated)
 : 6.8, 2.4, -2.9, 97.0, 2.3, 1.9, 2.8, 0.0, -0.6, 2.6
O=c1[nH]c(=S)n(C2CC2)c(O)c1C=Nc1ccc2c(c1)OCO2
 : 3.0, 5.4, -0.6, 101.0, 4.2, -0.9, 0.7, -0.1, -10.9, 1.2
Oc1ccccc1C1NCc2ccccc2-n2cccc21 (configuration not stated)
 : 1.4, 5.1, -2.5, 99.0, -1.4, 1.7, 8.4, -0.2, 1.9, 7.0
CC1C(=O)CC2(C(C)C)CC12 (configuration not stated)
 : 1.5, x, 4.3, 106.0, 2.5, -0.8, -3.8, -0.1, -31.7, -10.4
O=c1c2ccccc2nc(/C=C/c2ccc([N+](=O)[O-])o2)n1-c1ccc(O)cc1
 : -20.9, x, -17.9, 322.0, 3.6, -0.2, -0.5, -0.5, -12.4, -1.4
CCOC(=O)c1c(C)n(CCOC)c2ccc(O)cc12
 : -2.3, -10.6, 0.0, 92.0, -5.1, -1.5, -3.3, 0.0, 2.2, -15.7
CC(=O)NNC(=O)CN1C(=O)CN=C(c2ccccc2)c2cc(Br)ccc21
 : 2.5, -6.9, 0.7, 98.0, -1.5, 0.0, -2.3, 0.1, 24.2, -3.9
COc1ccc(OC)c(CC(=O)N(C)C2CCCN(Cc3ccccc3F)C2)c1 (configuration not stated)
 : 3.9, 7.0, -0.3, 97.0, -3.3, -0.9, -1.0, 0.1, -1.8, 4.1
CCCCCCC(Cl)(Cn1ccnc1)c1ccccc1 (configuration not stated)
 : -1.3, -5.9, -1.7, 98.0, 2.5, 3.1, 15.1, 0.0, -4.0, 8.6
CC/C(=N\NC(=O)c1ccccc1Cl)c1c(O)n(C2CCCCC2)c(=O)[nH]c1=O
 : -4.1, 4.0, 2.5, 101.0, 13.5, -1.4, -5.6, -0.1, -6.2, 1.0
CCOC(=O)[C@]12Cc3ccsc3[C@H]1N(Cc1ccccc1)C(=O)c1ccccc12
 : 1.9, -4.9, -7.0, 101.0, -4.5, -1.9, -3.1, 0.2, -0.1, 9.7
CCCOC(=O)c1ccccc1C(=O)OCCC
 : 4.5, 0.7, -0.8, 103.0, -6.1, -0.9, -0.5, -0.1, -3.2, 0.2
Cc1nc2cc(OC(=O)N(C)Cc3cccc(-c4ccncc4)c3)ccc2s1
 : x, x, x, 94.0, 14.4, x, 9.2, 0.2, x, -8.5
O=[N+]([O-])O[C@H]1CO[C@H]2[C@@H]1OC[C@H]2O[N+](=O)[O-]
 : 18.8, 4.9, 3.7, 101.0, -4.4, 0.3, -5.4, 0.8, -3.2, -2.8
CC1(C)NCCN2C(=O)CSC21 (configuration not stated)
 : -10.7, -8.4, 1.6, 86.0, 3.8, -0.3, -3.0, 0.1, 24.1, -11.2
CC(C)N1CCN(Cc2ccc3c(c2)OCCO3)CC1CCO (configuration not stated)
 : 8.3, -5.5, 0.4, 96.0, -2.0, -0.4, -1.4, 0.0, 2.6, 8.6
Cc1ccc(C(=O)NC2CC3CCC(C2)N3)cc1 (configuration not stated)
 : 0.5, -6.2, -2.9, 102.0, 1.1, -2.0, -1.2, 0.8, 2.0, -7.7
CCCc1nc2ccc(Br)cc2c(=O)n1-c1ccc([N+](=O)[O-])c(C(F)(F)F)c1
 : 4.4, 2.7, -16.5, 102.0, -10.2, 0.1, 16.6, 0.1, -21.5, -11.0
C=CCn1c(O)c(C(C)=O)c(=O)[nH]c1=O (tested in a mixture with another compound)
 : 3.2, -5.1, -1.6, 100.0, 6.3, -2.5, -3.7, -0.1, -0.5, 0.6
C=CCn1c(O)c(C=NCCCOc2ccc(CC)cc2)c(=O)[nH]c1=S
 : -3.6, -1.7, 6.8, 118.0, 0.9, 2.0, -2.6, 0.2, 36.1, -16.1
CC1(C)CC(N(CCc2ccccc2)Cc2ccccc2)CCO1 (configuration not stated)
 : 3.8, -2.1, -1.1, 96.0, -2.3, -0.2, -2.9, 0.2, -0.5, -5.0
Cn1cnc([N+](=O)[O-])c1Sc1ccc([N+](=O)[O-])cc1
 : -4.0, -2.0, 14.4, 94.0, 4.2, -3.3, 2.9, 1.8, -3.9, -0.5
Cc1nn(Cc2ccccc2)c(C)c1C(=O)OCC(=O)NC1CCS(=O)(=O)C1 (configuration not stated)
 : 9.7, -2.3, 0.8, 101.0, 0.0, 0.2, -1.0, -0.1, -6.4, 0.4
O=c1ccc2cc(O[C@@H]3O[C@H](CO)[C@@H](O)[C@H](O)[C@H]3O)c(O)cc2o1
 : 3.0, -31.3, 0.0, 100.0, -2.2, -1.1, 1.2, -0.1, -3.8, -4.0
COc1ccc(CN2Cc3cc(-c4ccccc4)ccc3-n3nncc3C2)cc1
 : x, x, 1.5, 97.0, 1.8, x, -2.6, 0.0, 4.0, 3.6
C=CCn1c(O)c(C(=O)CCCCCC)c(=O)[nH]c1=O
 : 6.1, 5.7, -0.8, 97.0, -1.3, 2.4, 1.8, -0.4, 14.7, -10.3
COC(=O)C1=C(c2ccc(F)cc2OCc2ccccc2)C[C@@H]2CC[C@H]1N2C(=O)NCCCc1ccccc1
 : 8.8, -8.4, -8.0, 99.0, -3.6, -3.7, 8.6, 0.3, -4.2, 3.7
O=C(NC1CCCCC1)N1Cc2cc(N3CCOCC3)ccc2-n2nncc2C1
 : x, x, 1.5, 94.0, 1.4, x, -5.8, -0.1, -5.2, -20.1
O=C(Nc1cccc2ccccc12)c1nn(C23CC4CC(CC(C4)C2)C3)cc1Br
 : 12.2, -14.6, -6.0, 97.0, -3.3, 1.0, -1.5, 0.5, 5.9, 0.5
COc1ccc(CNCCc2c[nH]c3ccccc23)c(OC)c1C
 : -5.0, -3.7, -4.4, 97.0, 7.3, 2.4, 20.8, 0.3, -5.8, 3.2

These rows are one share of the data; count on the stated rates, not on these rows.
